# Screening data as filed in PubChem.
# RNase H inhibition: RNase H inhibition, HIV 1 Gag Pol polyprotein, FRET biochemical assay, screening (AID 372) | HIV-1 RT RNase H, FRET RNA/DNA substrate fluorescence; higher % means a stronger effect | inhibition, % at 10 µM; hits with a dose series show IC50 in µM | actives 0.77% (n = 100,000); in the data active means inhibition above about 50%
# The depositor's hits bear a star. An excerpt. The share of hits here may be higher or lower than overall.
(1) CCOC(=O)C1CCN(c2ccc([N+](=O)[O-])cc2C(=O)c2ccc(Cl)cc2)CC1
  RNase H inhibition: 13.0%

(2) COc1ccc(CNCCc2ccc(Cl)cc2Cl)c(OC)c1OC
  RNase H inhibition: 4.0%

(3) CN1C(=O)NC(=O)/C(=C/c2ccc(-c3ccc(C(=O)O)cc3)o2)C1=O
  RNase H inhibition: 16.0%

(4) COc1c(Cl)cc(Cl)cc1C=C(C#N)C#N
  RNase H inhibition: 26.0%

(5) CCN(CC)c1ccc(CC2C(=O)N(C)C(=O)N(C)C2=O)cc1
  RNase H inhibition: 3.0%

(6) COC(=O)C1C2C(=O)N(c3ccc([N+](=O)[O-])cc3)C(=O)C12c1ccc(Cl)cc1 (configuration not stated)
  RNase H inhibition: 14.0%

(7) N/C(=N\[N+](=O)[O-])N1CCN(C(=O)c2ccco2)CC1
  RNase H inhibition: 11.0%

(8) COc1ccc(C=C2C(=O)NC(=S)NC2=O)c(OC)c1
  RNase H inhibition: 16.0%

(9) O=C1NC(=O)C(=Cc2ccccc2OCCOc2ccc([N+](=O)[O-])cc2)C(=O)N1
  RNase H inhibition: 3.0%

(10) COc1cc(Br)c(/C=C2\C(=O)NC(=S)N(c3ccc(Cl)cc3)C2=O)cc1OC
  RNase H inhibition: 5.0%

(11) O=c1c2ccccc2nc(-c2ccc(Cl)cc2Cl)n1-c1nccs1
  RNase H inhibition: 6.0%

(12) CCCCCP(=O)(O)c1ccccc1
  RNase H inhibition: 6.0%

(13) Cc1cc(OCc2cccc(C(F)(F)F)c2)c2c3c(c(=O)oc2c1)CCC3
  RNase H inhibition: 0.0%

(14) CCCCn1c(=O)c(C(=O)Nc2ccc(OC)cc2)c(O)c2ccccc21
  RNase H inhibition: 3.0%

(15) Cc1ccccc1OP1(=O)OC(=O)c2cc(Cl)ccc2O1 (configuration not stated)
  RNase H inhibition: 6.0%

(16) CCCCCCOC(=O)C1CN1C(C)(C)C (configuration not stated)
  RNase H inhibition: 6.0%

(17) Cc1cc([N+](=O)[O-])nn1CC(=O)Nc1ccc(Cl)cc1C(=O)c1ccccc1
  RNase H inhibition: 0.0%

(18) O=[N+]([O-])c1cccc(Cl)c1N1CCNCC1
  RNase H inhibition: 0.0%

(19) COc1cc(C=C2C(=O)NC(=S)NC2=O)ccc1OCc1c(C)no[n+]1[O-]
  RNase H inhibition: 16.0%

(20) CCC1CN(C)CCC1(O)c1ccccc1 (configuration not stated)
  RNase H inhibition: 15.0%

(21) CC(C)C1C(=O)NC(=S)N(c2ccccc2)C1=O (configuration not stated)
  RNase H inhibition: 0.0%

(22) Cc1cc(/C=C2\C(=O)NC(=O)N(C)C2=O)c(C)n1-c1cccc(C(=O)O)c1
  RNase H inhibition: 10.0%

(23) O=[N+]([O-])N=C1NCN(c2cccc([N+](=O)[O-])c2)CN1
  RNase H inhibition: 9.0%

(24) Cc1ccccc1N1CCN(Cc2ccc(Cl)cc2Cl)CC1
  RNase H inhibition: 2.0%

(25) CCN(CC)CCNC(=O)CN1CCCC1=O
  RNase H inhibition: 0.0%

(26) CC(C)(CN)CNc1ccc([N+](=O)[O-])c2cccnc12
  RNase H inhibition: 17.0%

(27) CCN1CCN(Cc2cc(Br)c(O)c(OC)c2)CC1
  RNase H inhibition: 0.0%

(28) CCCCOP(=O)(CN1CCOCC1)OCCCC
  RNase H inhibition: 6.0%

(29) FC(F)(F)c1cccc(N2CCN(Cc3ccccc3Cl)CC2)c1
  RNase H inhibition: 10.0%

(30) CC(C)C1N2CC3(C)CN1CC(C)(C2)C3=O (configuration not stated)
  RNase H inhibition: 2.0%

(31) C=CCSc1nc2ccccc2c(=O)n1-c1ccc(C)cc1
  RNase H inhibition: 2.0%

(32) N/C(=N\[N+](=O)[O-])N/N=C/c1cc(I)cc(I)c1OCc1ccccc1
  RNase H inhibition: 13.0%

(33) O=C1NC(=S)NC(=O)C1C1CCCCC1
  RNase H inhibition: 13.0%

(34) CC(C)C1C(C#N)=C(N)Oc2c1c(=O)oc1ccccc21 (configuration not stated)
  RNase H inhibition: 4.0%

(35) CCC1(C)N2CC3(C)CN1CC(C)(C2)C3=O (configuration not stated)
  RNase H inhibition: 1.0%

(36) CCCNC(=O)CN1CC1C(=O)NCCC (configuration not stated)
  RNase H inhibition: 0.0%

(37) COc1ccccc1CCN(Cc1ccco1)Cc1ccco1
  RNase H inhibition: 0.0%

(38) O=C1C2CCN(CC2)C1Cc1ccccc1O (configuration not stated)
  RNase H inhibition: 7.0%

(39) Cc1cccc(-n2c(-c3ccc(Cl)cc3Cl)nc3ccccc3c2=O)n1
  RNase H inhibition: 4.0%

(40) Cc1c(/C=C2/C(=O)NC(=O)N(Cc3ccco3)C2=O)c2ccccc2n1Cc1ccc(F)cc1
  RNase H inhibition: 12.0%

(41) Cc1nc2c(Cl)cc(Cl)cc2c(=O)n1-c1ccccc1F
  RNase H inhibition: 5.0%

(42) COc1ccc(/C=C2\CC3C4CC=C5CC(O)CCC5(C)C4CCC3(C)C2O)cc1 (configuration not stated)
  RNase H inhibition: 8.0%

(43) CCOc1ccc(C=C2C(=O)NC(=S)NC2=O)cc1
  RNase H inhibition: 12.0%

(44) O=c1c2ccccc2nc(/C=C\c2ccc(Cl)cc2)n1-c1ccccc1
  RNase H inhibition: 9.0%

(45) Cc1ccc2nc(C)cc(C)[n+]2c1
  RNase H inhibition: 12.0%

(46) CCc1nc2ccccc2c(=O)n1-c1cccc([N+](=O)[O-])c1
  RNase H inhibition: 12.0%

(47) COc1ccc(C=C2C(=O)NC(=S)NC2=O)cc1Br
  RNase H inhibition: 23.0%

(48) CCOc1ccc(N2C(=O)CC(=O)NC2=O)cc1
  RNase H inhibition: 9.0%

(49) O=P(Nc1ccc(Br)cc1)(Oc1ccccc1Cl)Oc1ccccc1Cl
  RNase H inhibition: 13.0%

(50) COc1c(-c2ccccc2)sc2nc(-c3ccccc3)cc[n+]12
  RNase H inhibition: 12.0%

(51) COc1cccc(CN2CCN(c3ccccc3)CC2)c1OC
  RNase H inhibition: 2.0%

(52) C=CCc1cc(/C=C2\C(=O)NC(=O)N(c3cc(C)cc(C)c3)C2=O)cc(OC)c1O
  RNase H inhibition: 13.0%

(53) COc1ccc(Cl)cc1NC(=O)C(Cl)(Cl)Cl
  RNase H inhibition: 23.0%

(54) CC(C)c1ccc(C=C2C(=O)N(C)C(=O)N(C)C2=O)cc1
  RNase H inhibition: 2.0%

(55) CN1C(=O)C(=Cc2ccc(-c3cccc(C(=O)O)c3)o2)C(=O)N(C)C1=O
  RNase H inhibition: 23.0%

(56) CC(C)c1cccc(C(C)C)c1OCCn1ccnc1
  RNase H inhibition: 5.0%

(57) O=C1NC(=O)C(=Cc2cccs2)C(=O)N1
  RNase H inhibition: 12.0%

(58) CCCCC1(C)NCCN2C(=O)CSC21 (configuration not stated)
  RNase H inhibition: 2.0%

(59) CC(C)c1ccc(C(=O)CN(C)C)cc1
  RNase H inhibition: 0.0%

(60) N#Cc1c(-c2ccc(N(c3ccccc3)c3ccccc3)cc2)nn(-c2ccccc2)c1N
  RNase H inhibition: 24.0%

(61) O=C(COc1ccc(Cl)cc1Cl)N1CCN(C/C=C/c2ccccc2)CC1
  RNase H inhibition: 20.0%

(62) CC(C)(C)NC(=O)/C=C/c1ccc(Cl)cc1
  RNase H inhibition: 4.0%

(63) CC(=O)CC(O)(c1ccccc1)C(Cl)(Cl)Cl (configuration not stated)
  RNase H inhibition: 1.0%

(64) O=C(N1CCN(c2ccccc2)CC1)C(O)(c1ccccc1)c1ccccc1
  RNase H inhibition: 15.0%

(65) Cc1ccc(-n2c(/C=C/c3c[nH]c4ccccc34)nc3ccccc3c2=O)cc1
  RNase H inhibition: 27.0%

(66) CCc1ccc(CN2CCN(c3ccc([N+](=O)[O-])cc3)CC2)cc1
  RNase H inhibition: 16.0%

(67) COC(=O)c1c(NC(=O)C23CC4CC(CC(C4)C2)C3)sc2c1CCCC2
  RNase H inhibition: 17.0%

(68) CCNc1cc2oc(=O)cc(C(F)(F)F)c2cc1C
  RNase H inhibition: 3.0%

(69) CCOc1ccccc1N1CCN(Cc2ccc(O)cc2)CC1
  RNase H inhibition: 21.0%

(70) O=[N+]([O-])N=C1NCN(c2ccc(Cl)cc2)CN1
  RNase H inhibition: 21.0%

(71) Cc1cc(Br)c2[nH]cc(CCN)c2c1
  RNase H inhibition: 9.0%

(72) CN(C)c1ccc(C=C2C(=O)NC(=O)NC2=O)cc1Br
  RNase H inhibition: 18.0%

(73) O=c1c2ccccc2nc(-c2cccnc2)n1-c1ccc(Br)cn1
  RNase H inhibition: 42.0%

(74) CCN1CCN(Cc2ccc(OC)c(C)c2)CC1
  RNase H inhibition: 0.0%

(75) O=[N+]([O-])c1ccc(CN2CCN(Cc3ccccc3F)CC2)cc1
  RNase H inhibition: 3.0%

# Reformatted: results already given
no.	Compound	RNase H inhibition
62	CC(C)(C)NC(=O)/C=C/c1ccc(Cl)cc1	4.0%
63	CC(=O)CC(O)(c1ccccc1)C(Cl)(Cl)Cl (configuration not stated)	1.0%
64	O=C(N1CCN(c2ccccc2)CC1)C(O)(c1ccccc1)c1ccccc1	15.0%
65	Cc1ccc(-n2c(/C=C/c3c[nH]c4ccccc34)nc3ccccc3c2=O)cc1	27.0%
66	CCc1ccc(CN2CCN(c3ccc([N+](=O)[O-])cc3)CC2)cc1	16.0%
67	COC(=O)c1c(NC(=O)C23CC4CC(CC(C4)C2)C3)sc2c1CCCC2	17.0%

# Values by screen from the list:
# RNase H inhibition for nos. 66 to 71 → 16.0%, 17.0%, 3.0%, 21.0%, 21.0%, 9.0%

# For convenience, 4 of the compounds above:
(71) Cc1cc(Br)c2[nH]cc(CCN)c2c1
  RNase H inhibition: 9.0%

(72) CN(C)c1ccc(C=C2C(=O)NC(=O)NC2=O)cc1Br
  RNase H inhibition: 18.0%

(73) O=c1c2ccccc2nc(-c2cccnc2)n1-c1ccc(Br)cn1
  RNase H inhibition: 42.0%

(74) CCN1CCN(Cc2ccc(OC)c(C)c2)CC1
  RNase H inhibition: 0.0%

# Other compounds
(76) COc1ccc(CN2C(=O)NC(=O)/C(=C\c3cc(OC)c(OC)c(OC)c3)C2=O)cc1
  RNase H inhibition: 0.0%

(77) COc1ccc(CCN(C)C2C3CC4CC(C3)CC2C4)cc1OC (configuration not stated)
  RNase H inhibition: 17.0%

(78) Cc1ccccc1-n1c(/C=C/c2ccc3c(c2)OCO3)nc2ccccc2c1=O
  RNase H inhibition: 14.0%

(79) C(=NCCCN1CCOCC1)c1c[nH]c2ccccc12
  RNase H inhibition: 16.0%

(80) CCOc1ccc(CNCCc2ccc3c(c2)OCO3)cc1
  RNase H inhibition: 4.0%

(81) COc1cc(/C=C/[N+](=O)[O-])cc(Br)c1O
  RNase H inhibition: 32.0%

(82) Cc1ccc(C)c(N2CCN(Cc3cccc(Cl)c3)CC2)c1
  RNase H inhibition: 5.0%

(83) Fc1ccc(CNCCc2c[nH]c3ccccc23)cc1
  RNase H inhibition: 3.0%

(84) COc1cc(C=C2C(=O)NC(=S)NC2=O)ccc1OCc1ccccc1[N+](=O)[O-]
  RNase H inhibition: 18.0%

(85) COc1ccccc1-n1c(/C=C/c2ccc3c(c2)OCO3)nc2ccccc2c1=O
  RNase H inhibition: 4.0%

(86) Cc1ccc(N2C(=O)CC(=O)NC2=S)cc1
  RNase H inhibition: 8.0%

# In another format: 7 of the compounds above
cpd	molecule	RNase H inhibition
58	CCCCC1(C)NCCN2C(=O)CSC21 (configuration not stated)	2.0%
59	CC(C)c1ccc(C(=O)CN(C)C)cc1	0.0%
60	N#Cc1c(-c2ccc(N(c3ccccc3)c3ccccc3)cc2)nn(-c2ccccc2)c1N	24.0%
61	O=C(COc1ccc(Cl)cc1Cl)N1CCN(C/C=C/c2ccccc2)CC1	20.0%
62	CC(C)(C)NC(=O)/C=C/c1ccc(Cl)cc1	4.0%
63	CC(=O)CC(O)(c1ccccc1)C(Cl)(Cl)Cl (configuration not stated)	1.0%
64	O=C(N1CCN(c2ccccc2)CC1)C(O)(c1ccccc1)c1ccccc1	15.0%
